Screening results from PubChem BioAssay.
OX1R antag-1: antagonists of human orexin 1 receptor (OX1R). OX1R-expressing cells, FRET antagonist read-out. AID 485270, 2010. inhibition, % at 6.6 µM. 330,000 tested, 1.8% active; in the data active = inhibition mostly above about 38%, no sharp cut-off; inactive = mostly below about 40%;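 also: 0% = agonist challenge alone and 100% = reference antagonist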
Target sequence (O43613 whole entry, looked up): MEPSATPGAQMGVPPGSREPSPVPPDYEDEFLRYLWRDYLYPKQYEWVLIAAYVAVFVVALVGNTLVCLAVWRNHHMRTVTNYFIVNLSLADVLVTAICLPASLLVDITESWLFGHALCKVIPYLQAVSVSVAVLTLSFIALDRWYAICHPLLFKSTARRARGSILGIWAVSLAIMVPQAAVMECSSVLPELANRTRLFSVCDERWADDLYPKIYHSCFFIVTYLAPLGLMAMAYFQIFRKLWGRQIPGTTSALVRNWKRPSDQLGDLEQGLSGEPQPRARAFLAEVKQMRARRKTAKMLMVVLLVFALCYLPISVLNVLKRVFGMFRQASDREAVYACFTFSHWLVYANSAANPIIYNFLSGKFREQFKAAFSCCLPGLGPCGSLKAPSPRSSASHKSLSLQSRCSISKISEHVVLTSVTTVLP
OX1R antag-2: OX1R (HCRTR1) antagonists, primary screen, fluorescence, CHO/OX1R cells, Fluo-8 calcium, orexin A. Fluo-8 calcium fluorescence. 330,000 tested, 0.43% active. Orexin/Hypocretin receptor type 1 (Homo sapiens), O43613. inhibition, % at 5 µM. AID 434989, 2010;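 active = inhibition above its plate's threshold, mean inhibition of all tested compounds on the plate plus 3 SD, cut at about 37% in these data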;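 also: 0% = orexin A challenge wells and 100% = SB-334867-A antagonist wells; not every result past the cut was called active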
An asterisk follows results filed as active.

SMILES | OX1R antag-1 | OX1R antag-2
Cc1ccc(OCc2nnc(SC3CCc4ccccc4C3=O)n2C)cc1 (configuration not stated) | 17 | -28
CCOc1cc(C(=O)Nc2ccc3c(c2)OCO3)ccc1OCCOc1ccccc1Cl | 11 | -4
CN(C)c1ncnc2c1ncn2C1OC(CO)C(O)C1O (configuration not stated) | 14 | -5
Cc1ccc(C(=O)N(CC(=O)NC2CCCC2)Cc2cccs2)s1 | 15 | -18
CCC(OC(=O)CC1Sc2ccccc2NC1=O)C(=O)NCC1CCCO1 (configuration not stated) | 4 | -22
CC(=O)NC1=NN(C(C)=O)C(c2sccc2C)S1 (configuration not stated) | 3 | -8
COc1ccc(NC(=O)CCCCCN2C(=O)c3ccccc3C2=O)c(OC)c1 | 21 | -15
Cc1cc(NC(=O)CSc2nnc(C3CC3)n2N)no1 | 25 | -12
Cc1ccc(C(c2nnnn2C2CCCCC2)N(C)C2CCCCC2)cc1 (configuration not stated) | 1 | -16
COc1ccc(-c2nc(CC(=O)O)cs2)cc1OC | 15 | -3
COc1ccccc1OCC(=O)Nc1nc(-c2ccc(S(=O)(=O)N3CCOCC3)cc2)cs1 | 26 | 3
CSC1=NC(C(Cl)(Cl)Cl)N=C(c2ccc(C)cc2)N1 (configuration not stated) | 8 | -13
COc1ccc(CNC(=O)COC(=O)C2CCC(C(C)(C)C)CC2)cc1 (configuration not stated) | 16 | -36
CCOc1ccc(NC(=O)c2ccc(S(=O)(=O)N(C)C)cc2)cc1 | 13 | -12
O=C(CN1C(=O)COc2ccc(Cl)cc21)NC1CC1 | 7 | -8
CC(=O)Nc1cc(C(N)=O)c(Cl)cc1Cl | 3 | -12
Cc1nc(C)c(-c2ccc(SCC(=O)Nc3ccccc3)nn2)s1 | 36 | -29
O=C(CCC(=O)N1CCCC1)Nc1nnc(C2CCCCC2)s1 | 8 | -29
Cc1ccc2c(c1)c1c3n2CC(=C2C(=O)OC(C)(C)OC2=O)NC3CCC1 (configuration not stated) | 43* | 28
N#Cc1c(NC(=S)NC(=O)Cc2cccs2)sc2c1CCCCC2 | -3 | 14
CC1CC(C)CN(C(=O)COc2ccc([N+](=O)[O-])cc2Cl)C1 (configuration not stated) | 22 | -31
Cc1nc(/C(N)=N/OC(=O)c2ccc(Cl)cc2)c(C(F)(F)F)o1 | 13 | -32
CCOC(=O)CN1C(=O)S/C(=C/c2ccc(N3CCCCC3)o2)C1=O | 31 | -12
CC1(C)CC(=O)C2=C(C1)OC(N)=C(C#N)C2c1ccc[nH]1 (configuration not stated) | 9 | -20
CCc1nc2c(nnn2Cc2ccc(F)cc2)c(=O)[nH]1 | 5 | -12

Five of these compounds in a different format.
OX1R antag-1	OX1R antag-2	Molecule
15	-3	COc1ccc(-c2nc(CC(=O)O)cs2)cc1OC
7	-8	O=C(CN1C(=O)COc2ccc(Cl)cc21)NC1CC1
1	-16	Cc1ccc(C(c2nnnn2C2CCCCC2)N(C)C2CCCCC2)cc1 (configuration not stated)
36	-29	Cc1nc(C)c(-c2ccc(SCC(=O)Nc3ccccc3)nn2)s1
43*	28	Cc1ccc2c(c1)c1c3n2CC(=C2C(=O)OC(C)(C)OC2=O)NC3CCC1 (configuration not stated)

Next section
SMILES | OX1R antag-1 | OX1R antag-2
O=C(c1cc(S(=O)(=O)N2CCCCC2)c(Cl)cc1N1CCOCC1)N1CCOCC1 | 14 | -22
COC(C/C=C/[C@H](O)[C@H](C)OCc1ccccc1)OC | 9 | -15
COC(=O)c1ccc(C(=O)OC)c(NC(=O)COC(=O)C2CCCCC2)c1 | 7 | -15
CCOC(=O)CNC(=O)CSc1nnc(NC(=O)c2ccc(S(=O)(=O)N3CCOCC3)cc2)s1 | 19 | -7
O=[N+]([O-])c1ccc(N2CCOCC2)cc1NC(c1ccccc1)c1ccccc1 | 14 | -22
COC(=O)CN=C1OC(=O)N2C(=O)C3=C4[C@@H](C[C@H]5C(=O)N(c6ccccc6)C(=O)[C@H]5[C@H]4[C@@]12Cc1ccccc1)[C@H]1C(=O)N(c2ccccc2)C(=O)[C@H]1[C@H]3C | 11 | -10
CCN(CC(=O)Nc1cc(Cl)ccc1C)C(=O)c1cc(S(=O)(=O)N2CCCCCC2)ccc1OC | 14 | -16
NS(=O)(=O)c1ccc(NC(=O)c2ccc(Cl)c(S(=O)(=O)NCc3ccco3)c2)cc1 | 6 | 7
CC(C)C[C@H]1CN=C(Nc2ccccc2)N1CCC1CCCCC1 | 4 | -22
COc1ccc(C(=O)NCCCNC(=O)c2cccnc2)cc1OC | 10 | 10
COc1ccc(CCN=C2SCC(=O)N2Cc2ccccc2)cc1OC | 34 | -33
Cc1ccc(SCCNC(=O)C(C)C)cc1 | 4 | -16
CN1/C(=C\C(=O)c2ccccc2Cl)c2ccccc2CC1(C)C | 24 | -25
CC(=O)c1ccc(OCCCC(=O)NC2CCCCC2C)cc1 (configuration not stated) | 3 | -25
COc1ccc(CC2NCCC3(O)CCCCC23)cc1 (configuration not stated) | 18 | -19
Cc1[nH]c(=S)c(C#N)c(C)c1CCC#N | 14 | -8
CSc1cccc(NC(=O)C2CCN(S(=O)(=O)c3ccc4c(c3)NC(=O)CO4)CC2)c1 | 38 | -24
O=C(COC(=O)CSc1ccc([N+](=O)[O-])cc1)NCc1cccs1 | 28 | 12
Cc1cccc(NC2=C(Cl)C(=O)OC2OC(C)C)c1 (configuration not stated) | 33 | -10
CCCCNC(=O)Cn1nc(Cc2ccncc2)c2ccccc2c1=O | 8 | -11
COc1ccc2c3c(cccc13)N(C)N=C2C | 66* | -22
C[C@H](CO)N1C[C@H](C)[C@@H](CN(C)S(=O)(=O)c2cccs2)Oc2ccc(NC(=O)Nc3ccc4c(c3)OCO4)cc2C1=O | -1 | 3
Cc1cc(NC(=O)CSc2ncc(CO)n2Cc2ccc(F)cc2)no1 | 10 | -22
Cc1ccnc(NC(=O)c2cc3ccccc3oc2=O)c1 | 17 | -15
Nc1nc(SCC(=O)Nc2cccc(Oc3ccccc3)c2)n[nH]1 | 3 | 2

Next part.
SMILES | OX1R antag-1 | OX1R antag-2
N/C(CS(=O)(=O)c1ccccc1)=N\OC(=O)c1ccc(F)cc1 | 18 | -25
O=C(CSc1ncccc1C(=O)O)c1ccccc1 | 15 | 18
Cc1ccc(S(=O)(=O)N2CCC(C(=O)N3CCN(Cc4ccccc4)CC3)CC2)cc1 | 4 | -21
Cc1nnc(NC(=O)CSc2nnc(CC(=O)Nc3ccccc3Cl)n2C)s1 | 13 | -6
Nc1ncc(Br)cc1S(=O)(=O)Nc1cc(C(F)(F)F)cc(C(F)(F)F)c1 | 85* | 25
COC(=O)Nc1nc2ccc(SC(C)C)cc2[nH]1 | 24 | 7
COC(=O)C1=C(c2ccc(OC)cc2)OC(=O)C1(C)C | 5 | -17
CCC(C)Nc1nc(Cl)nc(N(C#N)CN2C(=O)c3ccccc3S2(=O)=O)n1 (configuration not stated) | 4 | -11
Cc1noc(C)c1COc1ccccc1C(=O)NCc1ccco1 | 8 | -10
O=C(N/N=C/c1ccc2c(c1)OCO2)c1ccc(NS(=O)(=O)c2cccs2)cc1 | 13 | -7
Oc1c(Br)cc(Cl)cc1C=Nc1ccccc1Br | 3 | 4
CCC(CC)c1nnc(NC(=O)CN2C(=O)c3ccccc3C2=O)s1 | 9 | -18
Cn1c(SCC(=O)c2ccccc2)nnc1C1COc2ccccc2O1 (configuration not stated) | 4 | -20
CCOP(=O)(OCC)c1nc(-c2ccc(C)cc2)oc1N1CCOCC1 | 27 | 0
O=C(NCc1cccc(Cl)c1)c1cnn2c1NC(c1ccco1)CC2C(F)(F)F (configuration not stated) | 4 | -21
O=C(Oc1c(Cl)cc(Cl)c2cccnc12)N1CCCCC1 | 13 | -25
c1ccc(SSc2ccccn2)nc1 | 12 | 7
CCOc1ccccc1N(C(=O)c1snc(C(N)=O)c1N)C(C(=O)NCCC(C)C)c1ccco1 (configuration not stated) | 17 | -44
O=c1c2nnn(Cc3ccccc3)c2ncn1C/C=C/c1ccccc1 | -1 | -33
O=C(COC(=O)C1CC2C=CC1C2)Nc1cccc(S(=O)(=O)N2CCCCCC2)c1 (configuration not stated) | 21 | 4
COc1ccc(NS(=O)(=O)c2cn(C)c(=O)n(C)c2=O)c(OC)c1 | 13 | 8
CC1C(=O)C(C)C(c2ccccc2F)NC1c1ccccc1F (configuration not stated) | -2 | -23
CN(CC(=O)Nc1cccc(F)c1)C(=O)c1ccc(OCc2ccccc2)cc1 | 9 | -9
CCCOc1ccc(C(CC(=O)O)NC(=O)c2cccs2)cc1 (configuration not stated) | 1 | -16
O=C(N/N=C/c1ccc(OC(F)F)cc1)c1ccc(Br)cc1 | 5 | -5

Looked up one by one from the entries so far (five):
SMILES | OX1R antag-1 | OX1R antag-2
O=C(N/N=C/c1ccc(OC(F)F)cc1)c1ccc(Br)cc1 | 5 | -5
CCOc1ccccc1N(C(=O)c1snc(C(N)=O)c1N)C(C(=O)NCCC(C)C)c1ccco1 (configuration not stated) | 17 | -44
CCCOc1ccc(C(CC(=O)O)NC(=O)c2cccs2)cc1 (configuration not stated) | 1 | -16
CC1C(=O)C(C)C(c2ccccc2F)NC1c1ccccc1F (configuration not stated) | -2 | -23
O=C(NCc1cccc(Cl)c1)c1cnn2c1NC(c1ccco1)CC2C(F)(F)F (configuration not stated) | 4 | -21

The list goes on:
SMILES | OX1R antag-1 | OX1R antag-2
O=C(NCCSc1c[nH]c2ccccc12)c1ccc2c(c1)OCO2 | -1 | -12
O=C1[C@@H](Oc2ccccc2)[C@@H](c2ccncc2)N1c1ccncc1 | 12 | -15
COCCN(C(=O)CNC(=O)c1ccco1)C(C(=O)NC1CCCC1)c1cccs1 (configuration not stated) | 9 | -10
CN(C)CCOC(=O)c1sc2ccccc2c1Cl | 4 | -16
O=C(NC(=S)Nc1ccccc1Br)C1CCC1 | 34 | -4
CCC1CN(C(=O)N2CCC(C(=O)Nc3ccccc3F)CC2)c2ccccc2O1 (configuration not stated) | 12 | -35
C=CCOc1ccc(Br)cc1CNCCCN1CCOCC1 | 4 | -28
c1ccc2nc(-c3nc4ccccc4o3)ccc2c1 | 97* | 24
Cc1ccc(CNS(=O)(=O)CCNC(=O)c2ccc3c(c2)OCO3)cc1 | 15 | -21
COc1cc2cc(CCOC(=O)c3ccc(C(F)(F)F)cc3)oc(=O)c2cc1OC | 6 | -26
O=C(/C=C/C=C/c1ccc2c(c1)OCO2)N1CCCCC1 | 16 | -15
COc1ccc(C(=O)NC(C)c2cccnc2)cc1S(=O)(=O)N(C)Cc1ccccc1 (configuration not stated) | 0 | -16
C1CC(CN2CCOCC2)CN(Cc2nc(CC3CC3)no2)C1 (configuration not stated) | 9 | 2
COc1cccc(C=NCC(C)N=Cc2cccc(OC)c2O)c1O (configuration not stated) | 29 | -4
O=C(NNc1cc(Cl)cc(Cl)c1)c1c(F)cccc1Cl | 8 | -15
COc1ccc(OC)c(NC(=O)NNS(=O)(=O)c2ccc(C)cc2C)c1 | 3 | -34
CCOC(=O)c1c(C)[nH]c(C)c1S(=O)(=O)NC1CCN(C(=O)OCC)CC1 | 10 | -9
COc1ccc(C2CC(c3ccccc3)=NN2S(=O)(=O)c2ccccc2)cc1 (configuration not stated) | 13 | -4
Cc1ccc2c(N)c(C)ccc2c1 | 16 | -18
CC1Cc2cc(S(=O)(=O)N3CCN(c4cccc(Cl)c4)CC3)ccc2N1C(=O)C1CC1 (configuration not stated) | 2 | -11
Cc1onc(-c2ccccc2)c1C(=O)Nc1ccccc1NC(=O)c1c(-c2ccccc2)noc1C | 14 | 0
O=c1c(OC2OC(CO)C(O)C(O)C2OC2OC(CO)C(O)C(O)C2O)c(-c2ccc(O)cc2)oc2cc(O)cc(O)c12 (configuration not stated) | 8 | -8
O=C(Cn1nnc(-c2ccccc2NC(=O)c2ccco2)n1)NC1CCCCC1 | 6 | -15
CCN(Cc1ccccc1)C(=O)CN1C(=O)NC(CC)(c2ccc(F)cc2)C1=O (configuration not stated) | 15 | -6
C[C@H](CO)N1C[C@H](C)[C@@H](CN(C)C(=O)Nc2ccc3c(c2)OCO3)Oc2ccc(NC(=O)C3CCCCC3)cc2C1=O | 6 | -12

New compounds follow
SMILES | OX1R antag-1 | OX1R antag-2
Cc1sc2nc(CSCC(=O)N(CCC#N)c3ccccc3)[nH]c(=O)c2c1C | 7 | -16
O=C(CCc1ccccc1)NCCCNC(=O)CCc1ccccc1 | 0 | -18
COc1cccc(NCc2ccc([N+](=O)[O-])s2)c1 | 7 | 0
CCCCNC(=O)OC(C)CNC(=O)OC (configuration not stated) | 16 | 4
Cc1ccc2nc(SCC(=O)NCc3ccc(F)cc3)nc(=O)n2c1 | 13 | -1
CCCCN(C)C(=O)CCCc1c[nH]c2ccccc12 | 9 | -10
COc1ccc(C(NC(=O)CC(C)C)c2c(O)ccc3ccccc23)cc1 (configuration not stated) | 0 | -16
CCOC(=O)Cn1cnc2c(sc3nc(C)cc(C)c32)c1=O | 9 | -13
COC(=O)Cn1cnc2c(cnn2-c2ccc(OC)cc2)c1=O | 6 | -9
CCCCc1nc(N)c(C#N)c(-c2ccco2)c1CCC | 13 | -24
NC(=O)c1ccccc1NC(=O)c1ccccc1Cl | 5 | -16
CC1Cc2ccccc2N1C(=O)C1CC(=O)N(c2ccccc2)C1 (configuration not stated) | 41 | -30
Cc1cc(OC(=O)c2ccccc2Br)c([N+](=O)[O-])c(=O)[nH]1 | 8 | -8
O=C(Nc1ccc(Oc2cccnc2)cc1)c1ccccc1Cl | 10 | -18
CCOC(=O)c1c(C=O)c(C)n(Cc2ccc(Cl)cc2)c1C | -11 | -28

An excerpt from above in order of molar mass, largest number first:
SMILES | OX1R antag-1 | OX1R antag-2
COc1ccccc1OCC(=O)Nc1nc(-c2ccc(S(=O)(=O)N3CCOCC3)cc2)cs1 | 26 | 3
CCC1CN(C(=O)N2CCC(C(=O)Nc3ccccc3F)CC2)c2ccccc2O1 (configuration not stated) | 12 | -35
CCOP(=O)(OCC)c1nc(-c2ccc(C)cc2)oc1N1CCOCC1 | 27 | 0
